Bioassay records: PubChem BioAssay, National Center for Advancing Translational Sciences (NCATS)
GPT2 inhibitor – Primary qHTS assay for inhibitors of Glutamate pyruvate transaminase 2 (GPT2). Alanine aminotransferase 2 (Homo sapiens), Q8TD30. Recombinant GPT2, coupled pyruvate oxidase/HRP Amplex Red fluorescence. Potency, µM (series often up to 57.7 µM), for inactives: top-dose activity change, negative = inhibition, usual class: inhibitors. hit rate 0.25% among 100,000; further: potency means the concentration at half of the fitted maximal effect; nearly all actives have a fitted effect of over 60% in size; many of its hits are not listed in these tables
Target sequence (Q8TD30 whole entry, looked up): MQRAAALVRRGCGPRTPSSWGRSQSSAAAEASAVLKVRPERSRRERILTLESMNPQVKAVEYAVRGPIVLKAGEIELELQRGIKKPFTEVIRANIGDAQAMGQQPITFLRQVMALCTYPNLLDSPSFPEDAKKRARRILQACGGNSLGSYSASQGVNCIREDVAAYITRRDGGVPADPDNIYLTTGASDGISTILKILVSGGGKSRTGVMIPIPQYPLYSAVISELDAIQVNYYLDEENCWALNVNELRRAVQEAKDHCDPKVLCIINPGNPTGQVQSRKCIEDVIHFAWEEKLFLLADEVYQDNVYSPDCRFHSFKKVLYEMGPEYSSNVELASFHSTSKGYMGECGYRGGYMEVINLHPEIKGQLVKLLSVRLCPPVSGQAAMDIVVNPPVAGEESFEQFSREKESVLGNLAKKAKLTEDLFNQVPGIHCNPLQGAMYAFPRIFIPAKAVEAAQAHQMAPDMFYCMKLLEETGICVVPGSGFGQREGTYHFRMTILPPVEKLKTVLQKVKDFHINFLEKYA
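GPT2 10ng/uL, a-KG 250uM, L-Ala 2mM, HEPES pH7.5 + 0.0001% Tween; 30 min RT. Then Amplex mix (PO/HRP/ThPP), 30 min RT dark, fluorescence. AOA 50uM used as positive control.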
SNCA expr inh – Primary qHTS assay for inhibitors of alpha-synuclein gene (SNCA) expression. HEK-293 SNCA-luciferase knock-in, luminescence, 24 h. Potency, µM (doses to about 57.2 µM), for the others: at the top dose activity change, negative = inhibition, actives largely listed as inhibitors. hit rate 0.17% among 140,000;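 further: potency means the concentration at half of the fitted maximal effect; plate controls were DMSO cells for no effect and cell-free wells for full effect; nearly all actives have a fitted effect of over 45% in size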
HEK cytotox – Cytotoxic Profiling in HEK 293 Cell Line of Diverse Libraries Using Quantitative High-Throughput Screening | AID 1345083, 2018 | hit rate 6.6% among 94,000 | Potency, µM (series often up to 115 µM), for the others: at the highest dose activity change, negative = cytotoxicity, hits mostly inhibitors | HEK 293 viability, ATP luminescence (CellTiter-Glo), 48-72 h; further: potency means the concentration at half of the fitted maximal effect; nearly all actives have a fitted effect of over 60% in size
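qHTS cytotoxicity; HEK 293, 250 cells/well; compound pinned; 48 or 72 hr, 37 degree Celsius, 5% CO2, 95% humidity; CellTiter-Glo, 10 min RT; luminescence (ATP).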
HEK293 viab – GF-AFC viability counterscreen for inhibitors of alpha-synuclein gene (SNCA) expression. HEK-293-SNCA-luc viability, GF-AFC fluorescence, 24 h. Potency, µM (top dose mostly 57.1 µM), for the others: at the highest dose activity change, negative = cytotoxicity, most hits filed as cytotoxic. hit rate 0.12% among 150,000;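 further: potency means the concentration at half of the fitted maximal effect; 0% = DMSO-treated cells and -100% = medium-only wells without cells; nearly all actives have a fitted effect of over 30% in size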
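HEK-293-SNCA-luc cells (1500/well) plated 24 h, then exposed 24 h to a dilution series; GF-AFC added 30 min at 37C, fluorescence 405/540 nm; normalised to medium-only and DMSO wells, Hill fit.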
Luciferase inh – Firefly luciferase inhibition profiling of diverse chemical library using quantitative high-throughput screening; purified P. pyralis luciferase, luminescence, biochemical; Potency, µM (series often up to 115 µM), inactives show top-dose activity change, negative = inhibition, most hits filed as inhibitors; hit rate 2.5% among 76,000; AID 1347043, 2019; further: potency means the concentration at half of the fitted maximal effect; nearly all actives have a fitted effect of over 65% in size
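Luminescence read by CCD imaging after purified firefly luciferase (10nM final) was added to substrate buffer holding 10uM D-luciferin and 10uM ATP, pH 7.5, pre-dosed with compound.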
NIH3T3 tox – Cytotoxic Profiling in NIH 3T3 Cell Line of Diverse Libraries Using Quantitative High-Throughput Screening. NIH 3T3 viability, CellTiter-Glo ATP luminescence, 48-72 h. Potency, µM (top dose mostly 96.7 µM), for inactives: top-dose activity change, negative = cytotoxicity, most hits filed as inhibitors. hit rate 4.3% among 94,000. AID 1345082, 2018; further: potency means the concentration at half of the fitted maximal effect; nearly all actives have a fitted effect of over 55% in size
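Viability of NIH 3T3 cells after 48 or 72 hr compound treatment at 37 °C was assessed by CellTiter-Glo, with luminescence imaged following a 10 min room-temperature step.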
IP6K1 inhibitor – Primary qHTS assay for small molecule inhibitors of Inositol hexaphosphate kinase 1 (IP6K1) | Inositol hexakisphosphate kinase 1 (Homo sapiens), Q92551 | IP6K1 kinase, ADP-Glo luminescence, 2 h; stronger effect = lower value | activity change, % (series mostly up to about 58 µM) | hit rate 0.81% among 140,000; in the data active means activity change below about -25%
Target sequence (Q92551 whole entry, looked up): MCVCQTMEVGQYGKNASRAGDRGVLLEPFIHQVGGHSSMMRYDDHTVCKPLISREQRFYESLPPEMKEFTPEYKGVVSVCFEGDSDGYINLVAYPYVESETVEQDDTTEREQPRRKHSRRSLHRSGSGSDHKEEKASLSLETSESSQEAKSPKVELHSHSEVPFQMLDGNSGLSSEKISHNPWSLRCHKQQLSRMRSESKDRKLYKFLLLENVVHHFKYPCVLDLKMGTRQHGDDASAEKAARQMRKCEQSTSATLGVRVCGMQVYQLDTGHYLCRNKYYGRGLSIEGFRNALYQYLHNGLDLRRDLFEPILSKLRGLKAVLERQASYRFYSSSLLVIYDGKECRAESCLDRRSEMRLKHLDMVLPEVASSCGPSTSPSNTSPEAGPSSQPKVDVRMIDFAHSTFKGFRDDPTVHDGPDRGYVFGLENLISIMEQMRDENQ
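ADP-Glo luminescence measures ADP made by human IP6K1 during a 2 h RT reaction with ATP/IP6 (mix at 1.3 mM/130 uM); top library doses 57.5 and 19.1 uM final.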
An asterisk follows results filed as active; i = inactive; ? = inconclusive; / = not tested or not shown; & = joins results of further samples; [ ] = dose if it differs, or a comment. Unless noted, the call rests on the fitted dose curve; in most records, active means well fitted curve in the direction sought with a large enough effect; inconclusive means small, poorly fitted or top-dose-only effect, or another doubt; inactive means no such curve, though single readings can be large; an effect the other way counts as inactive or inconclusive. Unless noted, on the % scale 0 is the no-effect control and ±100 the full control effect. Some of the compounds tested; count on the stated rates, not on these rows.

SMILES	GPT2 inhibitor	SNCA expr inh	HEK cytotox	HEK293 viab	Luciferase inh	NIH3T3 tox	IP6K1 inhibitor
Cc1ccc(Cn2c(CCNC(=O)C(C)C)nc3ccccc32)cc1	/	?	/	-7%	/	/	-13
O=c1[nH]c(-c2ccc(F)cc2)nc2c1CCN(S(=O)(=O)c1ccc3c(c1)CCC3)C2	i	1%	5%	6%	-3%	i	29
COCCN1C(=O)[C@@H]2C[C@@H](CN2C(=O)NCc2ccccc2)Oc2ccccc21	2%[88.5 µM]	37%[activator][87.6 µM]	4%[172 µM]	6%[87.6 µM]	-5%[172 µM]	4%[138 µM]	18
O=C(c1cccnc1)N1C[C@@H](F)[C@@H](OCc2nc3ccc(C(F)(F)F)cc3[nH]2)C1	i	-1%[87.6 µM]	-28%[172 µM]	11%[87.6 µM]	-11%[172 µM]	?	10
CN1CCCCCCN(C(=O)c2ccco2)[C@H]2CCC[C@H]2C1=O	5%	16%	-13%	3%	-11%	-15%	6
COc1ccc(CN2C(=O)[C@@H]3C[C@@H](O)CN3C3(CN(C4CCCCC4)C3)C2=O)cc1	-15%[88.5 µM]	14%[87.6 µM]	-15%[172 µM]	3%[87.6 µM]	5%[172 µM]	-8%[174 µM]	-2
COC(=O)CNC(=O)c1ccc2nccn2c1	i	13%[87.6 µM]	0%[172 µM]	7%[87.6 µM]	/	-4%[138 µM]	-3
c1cnc(N2CCOCC2)c(OC2CCNC2)n1 (stereo not drawn)	-2%	2%	-8%	4%	-5%	-9%	13
O=C1NCCCCCCN(C(=O)NCc2ccccc2)[C@H]2CCCC[C@@H]12	i	-11%	-8%	-9%	-9%	-11%	-2
CC(C)(C(=O)O)c1cnc(N2CC[C@@H](O)C2)nc1N1CCOCC1	-12%	-5%	i	8%	-5%	3%	22
CCn1c2c(c(=O)n3ncc(C(=O)Nc4cc(Cl)ccc4C)c13)CN(Cc1ccc(OC)cc1)CC2	/	5%	/	-15%	/	/	-12
O=C1CN(Cc2ccccc2)CCN1c1ccc(Cl)nn1	-9%[88.5 µM]	-6%[87.6 µM]	-21%[172 µM]	6%[87.6 µM]	-12%[172 µM]	-19%[138 µM]	-16

Sorted by length of the SMILES (highest first): some entries from above
SMILES	GPT2 inhibitor	SNCA expr inh	HEK cytotox	HEK293 viab	Luciferase inh	NIH3T3 tox	IP6K1 inhibitor
O=C(c1cccnc1)N1C[C@@H](F)[C@@H](OCc2nc3ccc(C(F)(F)F)cc3[nH]2)C1	i	-1%[87.6 µM]	-28%[172 µM]	11%[87.6 µM]	-11%[172 µM]	?	10
COc1ccc(CN2C(=O)[C@@H]3C[C@@H](O)CN3C3(CN(C4CCCCC4)C3)C2=O)cc1	-15%[88.5 µM]	14%[87.6 µM]	-15%[172 µM]	3%[87.6 µM]	5%[172 µM]	-8%[174 µM]	-2
O=c1[nH]c(-c2ccc(F)cc2)nc2c1CCN(S(=O)(=O)c1ccc3c(c1)CCC3)C2	i	1%	5%	6%	-3%	i	29
O=C1NCCCCCCN(C(=O)NCc2ccccc2)[C@H]2CCCC[C@@H]12	i	-11%	-8%	-9%	-9%	-11%	-2
CC(C)(C(=O)O)c1cnc(N2CC[C@@H](O)C2)nc1N1CCOCC1	-12%	-5%	i	8%	-5%	3%	22
CN1CCCCCCN(C(=O)c2ccco2)[C@H]2CCC[C@H]2C1=O	5%	16%	-13%	3%	-11%	-15%	6
Cc1ccc(Cn2c(CCNC(=O)C(C)C)nc3ccccc32)cc1	/	?	/	-7%	/	/	-13
O=C1CN(Cc2ccccc2)CCN1c1ccc(Cl)nn1	-9%[88.5 µM]	-6%[87.6 µM]	-21%[172 µM]	6%[87.6 µM]	-12%[172 µM]	-19%[138 µM]	-16
c1cnc(N2CCOCC2)c(OC2CCNC2)n1 (stereo not drawn)	-2%	2%	-8%	4%	-5%	-9%	13
COC(=O)CNC(=O)c1ccc2nccn2c1	i	13%[87.6 µM]	0%[172 µM]	7%[87.6 µM]	/	-4%[138 µM]	-3

Next part
SMILES	GPT2 inhibitor	SNCA expr inh	HEK cytotox	HEK293 viab	Luciferase inh	NIH3T3 tox	IP6K1 inhibitor
Cc1nc2cccnc2n1CC1CCCN(S(=O)(=O)c2ccc3c(c2)CCC3)C1 (stereo not drawn)	i	-12%	?	8%	6%	-22%	5
O=C(NCC(F)F)C1CN(c2cccc(Cl)c2)C(=O)N1 (stereo not drawn)	i	19%&-23%[87.6 µM]	2%&-19%[172 µM]	-5%&4%[87.6 µM]	3%&-4%[172 µM]	-16%&-4%[138 µM]	5&-3
O=C(Nc1ccccc1)O[C@@H]1CO[C@H]2[C@@H]1OC[C@@H]2NS(=O)(=O)c1cccc2cccnc12	i	9%	-18%	-15%	-22%	-22%	-9
CCOc1ccc(-c2cc3c(=O)n(CCNC(=O)c4ccncc4)ccn3n2)cc1	-1%	10%	?	-2%	6.3µM*	-6%	-2
COC(=O)c1c(C)sc(-c2c(-c3cccc(Cl)c3)[nH]c3c2c(=O)[nH]c(=O)n3C)c1O	/	26%	/	11%	/	/	-18
COC(=O)c1sc(N2C(=O)c3oc4ccc(C)cc4c(=O)c3C2c2ccc(OC)cc2)nc1C (stereo not drawn)	/	24%	/	-4%	/	/	9
COCCNC(=O)Cn1cccc1-c1nc(-c2ccc(OC)c(F)c2)no1	i	80%[activator]	-1%	-9%	-27%	-6%	2
CN(C)C[C@@H]1CN(C2CCOCC2)C[C@H]1NC(=O)c1cn(C)cn1	i	-6%	5%	-3%	2%	i	3
C#CCN(C)Cc1nc(C2(O)CCN(C(=O)NCCC)CC2)cs1	0%[88.5 µM]	29%[87.6 µM]	i	6%[87.6 µM]	2%[172 µM]	-5%[174 µM]	11
COC(=O)[C@H]1CN(C(=O)NC(C)C)CCN1C(=O)C1CCCCC1	-3%[88.5 µM]	-7%[87.6 µM]	0%[172 µM]	-6%[87.6 µM]	-24%[172 µM]	-37%[174 µM]	-12
CN(C(=O)c1ccc2c(c1)NC(C)(COc1cccnc1)CO2)c1ccccc1 (stereo not drawn)	-20%[88.5 µM]	?	?	-17%[87.6 µM]	3%[172 µM]	-37%[138 µM]	11
CC/C=C\CCO[C@@H]1O[C@H](CO[C@@H]2OC[C@H](O)[C@H](O)[C@H]2O)[C@@H](O)[C@H](O)[C@H]1O	i	/	/	-5%	/	/	2
O=[S+]1([O-])NC2(CCCN(Cc3cccc(C(F)(F)F)c3)C2)COc2ccccc21 (stereo not drawn)	3%	-23%	?	2%	/	?	14
c1cc2c(cc1N1CCC(N[C@H]3C[C@@H]4OCC[C@H]34)CC1)CCC2	i	41%[activator]	-30%	-1%	3%	-22%	29
CC1=NS(=O)(=O)N(Cc2ccccc2)C=C1C(=O)OCc1noc(C2CCCC2)n1	-7%	-13%	?	-2%	3%	?	-4
CCOc1cccc(CN2CCCC(c3[nH]ncc3-c3cccc(C(F)(F)F)c3)C2)c1O (stereo not drawn)	4%	5%	-21%	2%	1%	?	7
CCn1ccc(C(=O)N2CCCC(c3ccccc3)(c3ccccc3)C2)cc1=O	-1%	-6%	?	-13%	4%	-27%	39
Cc1noc2c(-c3cn[nH]c3)cc(-c3ccccc3)nc12	-3%[88.5 µM]	?	?	-5%[87.6 µM]	5%[230 µM]	?	10
COc1ccccc1-c1[nH]ncc1CN1CCn2nnc(CCC(=O)N3CCCC3)c2C1	4%	-30%	-2%	8%	6%	-3%	5
Cc1ccc(Cc2nc3ccccc3nc2SCC(=O)Nc2cccc(C(F)(F)F)c2)cc1	/	-14%	/	-3%	/	/	0
Cc1nn(-c2ccccn2)c(C)c1[C@@H]1C=C[C@@H](NC(=O)NC(C)C)C1	-18%[88.5 µM]	42%[activator][87.6 µM]	-24%[172 µM]	1%[87.6 µM]	?	?	-4
COCC(=O)N1CCCN(c2cc(C3CC(O)C3)ncn2)CC1 (stereo not drawn)	i	1%	1%	3%	0%	-19%	-4
COc1ccccc1CNC(=O)c1ccc(CS(=O)(=O)c2ccccc2C)o1	/	-2%	/	15%	/	/	-11
COc1ccc(C(=O)N2CC[C@@H]3NC(=O)[C@H]4C[C@H](NC(=O)C5CCCCC5)CN4C(=O)[C@H]32)cc1	i	-18%	-1%	-5%	4%	-2%	0
CC(C)NC(=O)C[C@@H]1C[C@H]2O[C@H](CNC(=O)NC(C)C)[C@@H](O)[C@H]2O1	1%[88.5 µM]	3%[87.6 µM]	i	4%[87.6 µM]	12%[172 µM]	-2%[174 µM]	-2
O=C1CCN(C2CCC2)CCCC(c2nc(-c3cccnc3)no2)CCN1 (stereo not drawn)	4%	-4%	-12%	0%	3%	-13%	28
CC(C)CCNC(=O)[C@H](CC(C)C)NC(=O)[C@H]1O[C@@H]1C(=O)O	-15%	/	/	-34%	/	/	23
Cc1nnc2ccc(N3CCC(N[S+](=O)([O-])c4ccccc4)CC3)nn12	/	/	45µM*	/	/	32µM*	-3
COC(=O)[C@@H]1C[C@@H](N(C)C)CN1C(=O)c1ccccc1-c1ncc[nH]1	-5%	?	-16%	-1%	-12%	3%	1
O=C(Cn1nc2n(c1=O)CCCC2)Nc1cccc(Br)c1	3%	?	0%	-3%	-6%	-2%	8
O=C(C1CCCN(S(=O)(=O)c2ccc(Br)s2)C1)N1CCN(c2ccc(F)cc2)CC1 (stereo not drawn)	/	4%	/	5%	/	/	19
CCNC(=O)N1CCCC1c1noc(CCC(=O)O)n1 (stereo not drawn)	i	1%	23%	11%	3%	i	0
COc1ccc(CNC(=O)c2sc3nc(C)cc(C)c3c2N)cc1	3%	/	/	-9%	/	/	-2
CN(Cc1ccon1)C(=O)C1CC(=O)N(Cc2ccccn2)C1 (stereo not drawn)	-24%	-1%	-11%	-1%	-5%	-6%	11
Cc1ccc(-c2nc(C(=O)NCc3ccccc3C)no2)cc1	i	56%[activator]	?	6%	?	?	0
COc1ccc(N2CCN(C(=O)CCS(=O)(=O)c3cc4c(cc3Cl)NC(=O)CO4)CC2)cc1	/	32%[activator]	/	-2%	/	/	11
Cc1nn(C(=O)CCC(=O)N2CCC(CCOc3ccccc3F)C2)c2ccccc12 (stereo not drawn)	i	-7%	-12%	10%	-11%	-8%	9
O=C(NCCc1noc(-c2ccncc2)n1)c1ccccc1F	-4%	0%	2%	0%	-5%	-19%	-3
O=C1CC(c2ccccc2)N(C(=O)CNS(=O)(=O)c2cccnc2)CCCCCN1 (stereo not drawn)	i	4%	2%	-1%	4%	2%	-3
